Screening data from PubChem.
OX1R antag-1: human HCRTR1 antagonism; 330,000 tested, 0.43% active; AID 434989; CHO/OX1R cells, Fluo-8 calcium fluorescence, orexin A; O43613; inhibition, % at 5 µM;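 active = inhibition above its plate's threshold, mean inhibition of all tested compounds on the plate plus 3 SD, cut at about 37% in these data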;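 note: 0% = orexin A challenge wells and 100% = SB-334867-A antagonist wells; not every result past the cut was called active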
Target sequence (O43613 whole entry, looked up): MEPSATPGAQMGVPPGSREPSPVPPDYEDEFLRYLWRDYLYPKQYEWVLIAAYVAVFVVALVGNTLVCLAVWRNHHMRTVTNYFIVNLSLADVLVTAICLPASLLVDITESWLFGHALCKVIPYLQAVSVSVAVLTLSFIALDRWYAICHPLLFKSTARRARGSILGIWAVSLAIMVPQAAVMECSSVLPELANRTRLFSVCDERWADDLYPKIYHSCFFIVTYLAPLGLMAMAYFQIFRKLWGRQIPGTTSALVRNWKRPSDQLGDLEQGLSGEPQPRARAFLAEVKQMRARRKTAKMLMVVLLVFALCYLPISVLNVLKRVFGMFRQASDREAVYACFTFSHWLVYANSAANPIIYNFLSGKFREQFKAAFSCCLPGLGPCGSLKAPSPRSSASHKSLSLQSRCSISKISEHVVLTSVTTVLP
OX1R antag-2: OX1R (human) antagonism. OX1R-expressing cells, FRET antagonist read-out. inhibition, % at 6.6 µM. 330,000 tested, 1.8% active. AID 485270; in the data active = inhibition mostly above about 38%, no sharp cut-off; inactive = mostly below about 40%;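 note: 0% = agonist challenge alone and 100% = reference antagonist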
CHT PAM: allosteric activators of human choline transporter CHT. 310,000 tested, 0.49% active. CHT-expressing cells, membrane potential dye, choline EC20; active compounds read high; LV-AA mutant CHT in HEK293 cells. B-score at 10 µM. Q9GZV3;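 active = initial fluorescence not abnormally high and integrated response B-score, plate-corrected, over 3 SD above library mean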
Target sequence (Q9GZV3 whole entry, looked up): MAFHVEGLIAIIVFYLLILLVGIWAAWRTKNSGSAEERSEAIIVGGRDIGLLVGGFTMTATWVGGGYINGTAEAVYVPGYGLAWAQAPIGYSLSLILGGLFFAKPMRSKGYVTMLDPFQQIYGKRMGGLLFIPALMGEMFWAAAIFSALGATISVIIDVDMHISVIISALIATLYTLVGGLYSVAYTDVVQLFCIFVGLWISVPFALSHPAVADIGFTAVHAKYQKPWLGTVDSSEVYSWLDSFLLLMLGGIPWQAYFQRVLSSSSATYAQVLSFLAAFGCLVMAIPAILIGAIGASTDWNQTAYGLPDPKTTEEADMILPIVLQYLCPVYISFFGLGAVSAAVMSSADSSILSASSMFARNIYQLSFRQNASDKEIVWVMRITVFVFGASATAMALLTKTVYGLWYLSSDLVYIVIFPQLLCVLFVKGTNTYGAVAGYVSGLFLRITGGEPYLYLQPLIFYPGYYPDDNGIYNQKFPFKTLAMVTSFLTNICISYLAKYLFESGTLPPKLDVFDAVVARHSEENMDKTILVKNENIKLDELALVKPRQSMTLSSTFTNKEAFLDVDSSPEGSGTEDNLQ
The depositor's hits bear a star; i = inactive; nt = no result given.

SMILES	OX1R antag-1	OX1R antag-2	CHT PAM
C=CCn1c(=O)[nH]c2cc(C(=O)N3CCN(c4cc(C)ccc4C)CC3)ccc2c1=O	-35	5	i
Brc1c(-c2ccc3c(c2)OCO3)nc2ncccn12	0	25	6.3*
CCOC(=O)N1CCC(c2[nH][nH]c(=O)c2C)CC1	-15	18	i
O=C(CCCn1c(=S)[nH]c2cc3c(cc2c1=O)OCO3)NCc1ccccc1Cl	-11	11	i
NNC(=O)c1cccc(S(=O)(=O)Nc2cccc(C(F)(F)F)c2)c1	-8	18	i
CCCCN(C(=O)c1ccc(C)o1)c1c(N)n(CCCC)c(=O)[nH]c1=O	-13	10	i
CC1=C(C(=O)Nc2ccccc2C)C2(CCCC2)C(C(N)=O)C(=O)N1 (centres undefined)	-8	-4	i
COc1ccc(/C=N/NC(=O)CCC(=O)Nc2ccc(F)cc2)c(OC)c1	-9	10	i
COc1ccc(CCN2CCCC(CN(C)Cc3cccc(OC)c3)C2)cc1 (centres undefined)	-20	16	i
O=C(COC(=O)c1ccccc1Cl)NC1CCCCCC1	-29	6	nt
Cc1ccc(OCC(=O)N2CC(C)OC(C)C2)c([N+](=O)[O-])n1 (centres undefined)	-3	27	i
COc1ccccc1OCC(=O)N(Cc1nc(-c2ccccc2)no1)C1CCCCC1	10	34	i
Cc1cc(C)n(C(=O)CNC(=O)c2ccc3c(c2)OCCO3)n1	-3	13	i
CC(=O)Nc1cccc2c1Cc1ccccc1-2	-11	-7	i
COC(=O)CCCC1=CC2=CC(=O)C(C)(OC(=O)c3cccs3)C(=O)C2=CN1Cc1ccc2c(c1)OCO2 (centres undefined)	-8	34	i
CCc1nc2ccccc2c(C(=O)Nc2ccc(F)cc2)c1C	-14	1	i
COC(=O)C1=C(C)N(Cc2ccccc2)C(=NCCc2c[nH]c3ccccc23)N[C@H]1c1cccc(C(F)(F)F)c1	67*	4	nt
CCOC(=O)C1CCN(CC(=O)Nc2c(C(=O)OC)n(C)c3cccc(C)c23)CC1	-13	12	i
CC(CNC(=O)c1ccc(OC2CCN(Cc3ccccn3)CC2)cc1)c1ccccc1 (centres undefined)	-4	12	i
COc1cccc(OCc2nc3ccccc3[nH]2)c1	-20	5	i
COc1ccc(NC(=O)Cc2ccc(C)cc2)cc1S(=O)(=O)N1CCCCC1	-11	4	nt
O=C(Nc1ccc(-c2cn3ccsc3n2)cc1)C1COc2ccccc2O1 (centres undefined)	6	50	i
CC1=C(C#N)C(NC(=O)C(C)(C)C)(C(F)(F)F)C(=O)N1 (centres undefined)	-9	6	i
CCC(=O)Nc1nnc(-c2ccc(Cl)s2)o1	-12	22	i
O=C(c1cccc(S(=O)(=O)NCc2ccccc2)c1)N1CCCCC1	-17	4	i
COC(=O)c1ccc(C(=O)OC)c(NC(=O)/C=C/C(=O)O)c1	-18	8	i
CCc1ccc(N2CC(C(=O)OCC(=O)Nc3ccc(C#N)cc3)CC2=O)cc1 (centres undefined)	4	2	nt
CCC(=O)NC(=S)NNC(=O)c1ccc(O)cc1	2	3	i
S=c1[nH]nc(CSCc2ccccc2Cl)n1-c1ccccc1	-16	6	i
Cc1cc2ccccn2c1C(=O)c1ccc(Cl)c([N+](=O)[O-])c1	-34	30	i
Cc1ccc(C(=O)N2CCCC2)cc1S(=O)(=O)Nc1ccccc1	-11	26	i
COCCCNC(=O)CCC(=O)NNc1nc2ccccc2c2nc(C)nn12	-8	10	i
COc1ccc(-n2nc3c(N4CCC(C(=O)NCCc5ccccc5C)CC4)nnc(C)c3c2C)cc1	-18	11	i
CC(=O)Nc1ccc(NC(=O)C2CC(=O)Nc3nc4ccccc4n32)cc1 (centres undefined)	-12	12	i
CN1CCN(c2ncnc3c2cnn3-c2ccc(Cl)cc2)CC1	-10	13	i
Cc1sccc1/C=N/NC(=O)c1ccco1	-8	33	i
O=C(O)CSCC(=O)N1CCN(Cc2ccc3c(c2)OCO3)CC1	-6	7	i
CCn1cc(CNC(=O)/C=C/c2cnn(C)c2)c(C)n1	-8	6	i
Cn1cccc1-c1cc(C(=O)N/N=C/c2ccc(F)cc2)[nH]n1	-5	13	i
COc1ccc(Nc2ccc(N3C(=O)CCC3=O)cc2[N+](=O)[O-])cn1	-15	19	i

Of the compounds above, 3 have a nitro group on carbon.
SMILES	OX1R antag-1	OX1R antag-2	CHT PAM
Cc1ccc(OCC(=O)N2CC(C)OC(C)C2)c([N+](=O)[O-])n1 (centres undefined)	-3	27	i
Cc1cc2ccccn2c1C(=O)c1ccc(Cl)c([N+](=O)[O-])c1	-34	30	i
COc1ccc(Nc2ccc(N3C(=O)CCC3=O)cc2[N+](=O)[O-])cn1	-15	19	i

Other structures.
SMILES	OX1R antag-1	OX1R antag-2	CHT PAM
CC(C)C(=O)Nc1ccccc1N1CCN(S(C)(=O)=O)CC1	-20	9	i
CCc1cc2c(Nc3ccc(O)cc3)nc(C)nc2s1	-16	16	i
O=C(COc1ccc(-n2cnnn2)cc1)NC1CCCCC1	-10	8	i
CCOc1cc(/C=C2\SC(=NC)N(C)C2=O)cc(Cl)c1OC(C)=O	-13	-4	i
CSc1ccccc1NC(=O)CN(C)CC(=O)Nc1ccccc1F	-11	7	i
CSc1nnc(C)c(/C=C/NOCc2ccc(Cl)cc2)n1	-17	18	i
O=C(OCC(=O)N1CCc2ccccc21)[C@@H]1CC(O)CN1S(=O)(=O)c1ccccc1[N+](=O)[O-] (some centres undefined)	-31	2	nt
O=C(CSc1nnnn1C1CCCC1)Nc1ccccc1N1CCOCC1	-19	24	i
COc1ccc(N(CC(=O)NCc2ccc3c(c2)OCO3)S(C)(=O)=O)cc1OC	4	7	i
O=C(NCc1ccc(Cl)cc1)c1cc(=O)[nH]c2ccccc12	-15	4	i
O=C(c1cccc(C(F)(F)F)c1)N1CCC(O)(CS(=O)(=O)Cc2ccccc2Cl)CC1	-12	6	i
CC1CCc2cc(F)ccc2N1C(=O)c1cccnc1 (centres undefined)	-10	-1	i
COC(C(=O)Nc1ccc(F)cc1F)c1ccccc1 (centres undefined)	-11	18	i
COC(=O)c1ccc(C(=O)OC)c(NC(=O)COC(=O)C2CC2C)c1 (centres undefined)	-1	21	i
COc1cc(C(NC=O)C(=O)Nc2c(C)cccc2C)ccc1O (centres undefined)	-19	13	i
CSCC[C@H](NC(=O)OC(C)(C)C)C(=O)N/N=C/c1ccc2nccnc2c1	-21	24	i
N#Cc1ccc(Oc2cccnc2)cc1C#N	3	28	i
O=C(CCc1nc2ccccc2c(=O)[nH]1)N1CCN(S(=O)(=O)c2ccc(Cl)c(C(F)(F)F)c2)CC1	-14	19	i
O=C(Cn1c(=O)oc2ccccc21)Nc1ccc(S(=O)(=O)N2CCCCC2)cc1	-6	-6	i
Cc1sc2ccccc2[n+]1CCC(C)S(=O)(=O)[O-] (centres undefined)	2	28	i

The listing continues.
Below each compound – OX1R antag-1 | OX1R antag-2 | CHT PAM
COc1ccc(C(=O)NCCc2cccc(Cl)c2)cc1OC1CCN(C(C)=O)CC1
    -75 | 6 | i
O=[N+]([O-])c1ccccc1S(=O)(=O)Nc1cccc(-c2ccc(N3CCOCC3)nn2)c1
    -4 | 22 | i
Cc1c(N2C(=O)C(=O)/C(=C(/O)c3ccccc3)C2c2ccc(F)cc2)c(=O)n(-c2ccccc2)n1C (centres undefined)
    4 | 21 | i
Cc1cc[n+](CC(=O)Nc2nc3ccccc3s2)cc1
    -23 | 4 | i
CC(C(=O)O)n1c(-c2ccn[nH]2)n[nH]c1=S (centres undefined)
    -9 | 15 | i
Cn1cc([N+](=O)[O-])c(C(=O)Nc2ccn(C34CC5CC(CC(C5)C3)C4)n2)n1
    7 | 12 | i
COc1ccc(OCc2cccc(C(=O)O)c2)cc1
    7 | 14 | i
Cc1ccnc(NC(=O)c2c(-c3ccccc3Cl)noc2C)c1
    -3 | 15 | i
COc1ccccc1NC(=O)CSc1nc(=O)n(CCN2CCOCC2)c2c1CCC2
    -27 | 14 | i
CC1(C)C(=O)Nc2ccccc2N1C(=O)CSc1nnc2c(Cl)cc(Cl)cn12
    -5 | 20 | i
CC(C)Cc1cc(C(=O)N2CCC(N3CCC(C(=O)N4CCCC4)CC3)CC2)n[nH]1
    3 | 1 | i
CCn1c(=S)sc2c(=O)n(CC(=O)Nc3ccc(Cl)cc3)c(C)nc21
    -17 | 4 | i
O=C(C(Cc1ccccc1)N1C(=O)C2C3C=CC(C3)C2C1=O)N1CCCCCC1 (centres undefined)
    -33 | 33 | i
CC(=O)Nc1ccc(S(=O)(=O)NC(C)(C#N)C2CC2)cc1 (centres undefined)
    -3 | 20 | i
O=[N+]([O-])c1cccc(OCc2cn3cccnc3n2)c1
    -13 | 130* | i
O=C(CSc1nnc(-c2ccccc2Cl)n1Cc1ccco1)Nc1ccc2c(c1)OCCO2
    -21 | 71* | i
Cc1occc1C(=O)N1CCN(c2ccc(Cl)c(Cl)c2)CC1
    -8 | 14 | i
O=C(CSc1nc2ccccc2c(=O)n1-c1ccc(F)cc1)Nc1ccc(C(=O)O)cc1
    -4 | 8 | i
CCOC(=O)C1(CCc2ccccc2)CCN(C(=O)C2=C(C)OCCO2)CC1
    -19 | 30 | i
O=c1[nH]c(C2CCCN(S(=O)(=O)c3ccc(F)cc3)C2)nc2c1nnn2Cc1ccc(F)cc1 (centres undefined)
    -19 | -5 | i
CN1CCC(NC(=O)Nc2cccc(C(F)(F)F)c2)CC1
    -3 | 13 | i
O=C(O)CCc1ccc(S(=O)(=O)Nc2ccccc2C(=O)NCCc2ccccc2)cc1
    -14 | 19 | i
O=C(c1cc(-c2ccc(Br)cc2)nc2ccccc12)N1CCN(c2ccccc2O)CC1
    -29 | 1 | i
COc1cccc(CCc2nnc(CCC(=O)N(C)C3CC(C)(C)NC(C)(C)C3)o2)c1
    -14 | 7 | i
CCOCCCNC(=O)/C(C#N)=C/c1ccc(Cl)c([N+](=O)[O-])c1
    -25 | 26 | i
CC(C)CC(=O)Nc1ccccc1N1CCN(c2ccccc2)CC1
    -22 | 11 | i
COc1ccc(N2CCN(C(=O)C(C)(C)Oc3ccc(Cl)cc3)CC2)cc1
    -42 | 14 | i
Nc1nc(N)nc(-c2ccccc2)n1
    0 | 6 | i
CCOc1ccc(C2Nc3ccc4ccccc4c3-c3c2c(=O)oc2ccccc32)cc1 (centres undefined)
    -20 | 11 | i
O=C(Nc1ccccc1)N1CCC(C(=O)N2CCN(Cc3ccccc3)CC2)CC1
    -12 | 9 | nt
COc1cc(OC)c(OC)cc1/C=N/NC(=O)c1cnccn1
    1 | 26 | i
O=C(NC(=S)Nc1ccc(Cl)cc1)c1cncc(Br)c1
    -3 | 4 | i
COc1ccc(C2=NN(CCC(=O)NCC3CCCO3)C(=O)CC2)cc1 (centres undefined)
    -15 | 13 | i
CCC(C)NC(=O)C1CC(c2cccc(OC)c2)=NO1 (centres undefined)
    11 | 13 | i
O=C(NNC(=O)c1ccncc1)c1ccncc1
    -6 | 13 | i
Cc1ccc(OCCNC(=O)c2ccco2)cc1C
    -8 | 28 | i
Cc1ccc(NC(=O)CC(C(=O)O)c2ccccc2)cc1 (centres undefined)
    -5 | 0 | i
Cn1nc(C(=O)NCc2ccc(Cl)cc2)c2c1-c1ccccc1S(=O)(=O)C2
    -20 | 39 | i
COC(=O)Nc1csc2c1NC(=O)CCCC2
    -27 | -3 | i
O=C(N=NC(=O)c1ccc2c(O)n(CC3CCCO3)c(O)c2c1)c1cccnc1 (centres undefined)
    -10 | 42 | i

Some entries already given, showing only CHT PAM.
| SMILES | CHT PAM |
| --- | --- |
| O=C(NNC(=O)c1ccncc1)c1ccncc1 | i |
| Cc1ccc(OCCNC(=O)c2ccco2)cc1C | i |

Next part.
Below each compound – OX1R antag-1 | OX1R antag-2 | CHT PAM
CCCCNC(=O)c1ccc(CS(=O)(=O)c2cccc(C(F)(F)F)c2)o1
    -17 | 10 | i
CCN1CCN(C2=C(NS(=O)(=O)c3ccc(C)cc3)C(=O)c3ccccc3C2=O)CC1
    -8 | 61* | i
CCS(=O)(=O)N1Cc2ccccc2CC1C(=O)OCC(=O)Nc1ccc(SC(F)F)cc1 (centres undefined)
    -1 | 7 | i
O=C(CSc1cccc[n+]1[O-])Nc1ccccc1C(F)(F)F
    -12 | 9 | nt
CC(=O)c1ccccc1NC(=O)COC(=O)/C=C/c1ccc(C)o1
    -34 | 26 | i
CC1(C)CC2CC(C)(CN2C(=O)c2cc(-c3ccccc3)on2)C1 (centres undefined)
    -37 | 14 | i
CC(=O)Nc1ccc(S(=O)(=O)N[C@@H](C)C(=O)N2CCN(c3ccccn3)CC2)cc1
    2 | 13 | i
COc1ccc(C)cc1N1CC(C(=O)Nc2ccccc2N2CCCCC2)CC1=O (centres undefined)
    -15 | 6 | nt
COc1ccc(C2CC(C(F)(F)F)n3nc(C(=O)Nc4ccc5c(c4)OCO5)cc3N2)cc1 (centres undefined)
    -19 | 23 | i
O=C(N/N=C/c1ccc2c(c1)OCO2)C(=O)N1CCCC1
    6 | 15 | i
C=CCNc1cc(=O)n(Cc2ccccc2)c(=O)[nH]1
    -1 | 2 | i
O=C(Cc1ccccc1)Nc1ccccc1C(=O)Nc1ccccc1
    -22 | 16 | i
O=C(Nc1ccccc1)OC1CC2CC1C1CCCC21 (centres undefined)
    -20 | 31 | i
Cc1ccc(CN2CCc3[nH]c(=S)[nH]c(=O)c3C2)cc1
    -7 | 11 | i

Looked up by structure from the list above, 3 records:
Below each compound – OX1R antag-1 | OX1R antag-2 | CHT PAM
O=C(CSc1cccc[n+]1[O-])Nc1ccccc1C(F)(F)F
    -12 | 9 | nt
CC1(C)CC2CC(C)(CN2C(=O)c2cc(-c3ccccc3)on2)C1 (centres undefined)
    -37 | 14 | i
O=C(Cc1ccccc1)Nc1ccccc1C(=O)Nc1ccccc1
    -22 | 16 | i
